Bioassay records (PubChem)
NPYLR7 agonist: mosquito NPYLR7 agonism; HEK293T NPYLR7/Galpha15, GCaMP6s calcium fluorescence; activation, % at 10 µM; 0.15% of 270,000 active; AID 1259423; in the data active = activation above about 40%;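 note: 0% = vehicle and 100% = reference agonist at the receptor; some compounds past the cut are filed as inactive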
hcGAS inh: human cGAS inhibition; Q8N884; recombinant h-cGAS, ATP depletion, Kinase-Glo luminescence; inhibition, % at 12.5 µM; 0.081% of 290,000 active; AID 1259398;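 note: 0% = vehicle reaction and 100% = reaction without DNA for no activity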
Target sequence (Q8N884 whole entry, looked up): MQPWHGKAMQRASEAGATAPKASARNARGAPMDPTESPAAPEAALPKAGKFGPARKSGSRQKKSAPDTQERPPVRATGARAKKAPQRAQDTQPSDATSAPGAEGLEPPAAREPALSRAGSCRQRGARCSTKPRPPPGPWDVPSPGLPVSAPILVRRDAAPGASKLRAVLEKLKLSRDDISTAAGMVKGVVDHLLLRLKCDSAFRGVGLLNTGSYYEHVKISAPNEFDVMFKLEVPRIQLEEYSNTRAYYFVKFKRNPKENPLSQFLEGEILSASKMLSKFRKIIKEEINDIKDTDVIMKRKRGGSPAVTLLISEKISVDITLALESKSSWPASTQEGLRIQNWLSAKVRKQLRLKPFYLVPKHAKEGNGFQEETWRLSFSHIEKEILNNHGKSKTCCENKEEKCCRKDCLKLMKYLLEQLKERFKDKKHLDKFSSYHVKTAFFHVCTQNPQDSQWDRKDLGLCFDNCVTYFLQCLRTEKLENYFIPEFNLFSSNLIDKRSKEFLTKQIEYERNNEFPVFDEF
mcGAS inh: blocks mouse cGAS activity; Q8C6L5; recombinant cGAS, Kinase-Glo ATP depletion luminescence; inhibition, % at 12.5 µM; 0.15% of 160,000 active; AID 1259399;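 note: 0% = negative control wells and 100% = reference inhibitor with no enzyme activity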
Numbers without * were called inactive; x = not tested or not shown; & = joins results of further samples. Cut-off read from the data, not from the text of the source, unless noted: active = inhibition above about 40%; inactive = the rest.

SMILES	NPYLR7 agonist	hcGAS inh	mcGAS inh
CC(C)Oc1cccc(-c2ccc3nc(CO)[nH]c3c2)c1	2	-7	-11
CNc1cnc(-c2cccc(N)c2)cn1	1	-20	x
CCCCN(Cc1ccc(OS(C)(=O)=O)cc1)C(=O)/C=C/c1ccc([N+](=O)[O-])cc1	17	-7	-5
c1ccc2c(c1)CCC(N1CCN(Cc3cc4n(n3)CCNC4)CC1)C2 (stereo not drawn)	4	0	x
Cc1ccc(-n2c(-c3ccncc3)n[nH]c2=S)cc1	2	-7	x
CN(C)CCn1c2c(c(SCC(=O)NCc3ccccc3)nc1=O)CCCC2	1	-4	-6
Cc1cc2c(c(-c3cnccn3)c1)OC(CNC(=O)/C=C/c1cccs1)C2 (stereo not drawn)	5	-4	-9
CCN(Cc1ccncc1)C(=O)C(c1cccc(C)c1)N(C)C (stereo not drawn)	2	-5	x
COc1ccc(-c2nn[nH]n2)cc1OC	5	-4	x
O=C(NC(c1ccc(F)cc1)c1cnccn1)C1CCN(Cc2cccc(Cl)c2)CC1 (stereo not drawn)	1	-4	-4
Cc1ccc(C)c(-c2[nH]ncc2CN(C)C(C)C(=O)N(C)C)c1 (stereo not drawn)	0	-4	-11
CCC(CC)NC(=O)c1ccc(-c2cccs2)nc1C	-1	-15	-7
Cc1noc(C)c1CN1CCN(c2ncnc3cc(Cl)ccc23)CC1	-1	1	x
COc1cccc(CN2CCC(C(=O)NC(c3ccc(F)cc3)c3ccc4ccccc4n3)CC2)c1 (stereo not drawn)	5	-3	-3
O=S(=O)(Nc1ccc(Cl)cc1)c1cccc2nsnc12	0	0	x
CCOc1ccc(-c2nnc(NC3=NCCCCC3)o2)cc1	-12	-9	x
Cc1ccsc1CN(C)C(=O)Nc1cc(CC(C)(C)C)no1	9	-15	x
COc1ccccc1Cc1nc2c(c(N3CCOCC3)n1)CN(S(=O)(=O)c1cc(Cl)ccc1Cl)CC2	10	-4	-6
O=C(COc1ccc(F)cc1)N1CCOC(COCc2c(Cl)cccc2Cl)C1 (stereo not drawn)	-4	-5	-7
Cc1ccc2nc(C)c(C(=O)NCC(O)c3ccccc3)cc2c1 (stereo not drawn)	2	-3	x
CCOc1ccc(NC(=O)c2c(-c3ccccc3)noc2C)c([N+](=O)[O-])c1	4	-2	1
COc1ccc(C(=O)NC(C(=O)NC2CC2)C2CCN(S(=O)(=O)c3ccc(Cl)cc3)CC2)cc1 (stereo not drawn)	9	-6	-6
O=C1C2C3C=CC(C3)C2C(=O)N1CCC1=CCCCC1 (stereo not drawn)	3	1	x
C=c1ncsc1=C1N=C(CN)NO1	6	-6	x
CN(C)C(=O)c1ccc(N2CCC(NCCN3CCCC(c4ccccc4)C3)CC2)cc1 (stereo not drawn)	3	-1	-21

Part of the list above, in markdown.
| Compound | NPYLR7 agonist | hcGAS inh | mcGAS inh |
| --- | --- | --- | --- |
| CN(C)CCn1c2c(c(SCC(=O)NCc3ccccc3)nc1=O)CCCC2 | 1 | -4 | -6 |
| Cc1cc2c(c(-c3cnccn3)c1)OC(CNC(=O)/C=C/c1cccs1)C2 (stereo not drawn) | 5 | -4 | -9 |
| CCN(Cc1ccncc1)C(=O)C(c1cccc(C)c1)N(C)C (stereo not drawn) | 2 | -5 | x |

Back to the main list, starting four compounds before the break.
SMILES	NPYLR7 agonist	hcGAS inh	mcGAS inh
COc1ccc(C(=O)NC(C(=O)NC2CC2)C2CCN(S(=O)(=O)c3ccc(Cl)cc3)CC2)cc1 (stereo not drawn)	9	-6	-6
O=C1C2C3C=CC(C3)C2C(=O)N1CCC1=CCCCC1 (stereo not drawn)	3	1	x
C=c1ncsc1=C1N=C(CN)NO1	6	-6	x
CN(C)C(=O)c1ccc(N2CCC(NCCN3CCCC(c4ccccc4)C3)CC2)cc1 (stereo not drawn)	3	-1	-21
CCN(CC)S(=O)(=O)c1ccc(NC(=O)C2=Cc3ccccc3OC2)cc1	-3	9	x
Cc1cc(C)c2c(c1)C(NC(=O)c1ccc[nH]c1=S)CCO2 (stereo not drawn)	-7	-10	-13
O=C(Cc1ccccc1)Nc1c2c(nn1-c1ccc([N+](=O)[O-])cc1)CS(=O)(=O)C2	-2	-7	x
O=C(CN1C(=O)C(Oc2ccccc2)C1c1ccccc1)NCCc1ccccn1 (stereo not drawn)	3	5	x
CN(CCN1CCCCC1=O)Cc1cc2n(n1)CCNC2	10	-6	x
CC(=NOCc1cccc(CON=C(C)c2ccccc2)c1)c1ccccc1	2	-8	x
CCOC(=O)c1c(N=c2oc3ccccc3cc2-c2nc3ccccc3[nH]2)sc2c1CCCC2	2	-4	-3
CCn1ccnc1CN(C)Cc1nc(-c2cccc(Cl)c2)no1	17	-5	x
O=C1NC2(CCC(c3ccccc3)CC2)C(=O)N1CCOc1ccc(F)cc1 (stereo not drawn)	1	13	x
CCC(C)C(=O)N1CCN(S(=O)(=O)c2ccn(C)c2)CC1 (stereo not drawn)	0	-3	x
CCN(CC)C(=O)n1nc(C)c(CN2C(=O)c3ccccc3C2=O)c1C	1	-7	x
CCc1ccc(-c2ccc(SCC(=O)N3CCCCC3)nn2)cc1	5	-8	-6
O=C(CSc1nnc(C2CC2)n1C1CC1)c1ccc2c(c1)OCO2	-7	6	x
CCCNC(=O)N1CCN(CCN2C(=O)CSC2c2ccc3c(c2)OCCO3)CC1 (stereo not drawn)	8	-2	-3
COC(=O)Cc1cc(OC)c(OC)cc1S(=O)(=O)N1CCCc2cc(C)ccc21	8	-6	x
COc1ccc(S(=O)(=O)Oc2ccc(CN(Cc3ccco3)C(=O)c3cccc(F)c3)cc2)cc1	-8	8	0
CCc1nc(CN(C)Cc2ncnn2C)no1	34	-12	x
CCOC(=O)c1nn(Cc2ccccc2)c2c1CN(Cc1coc3ccc(C)cc3c1=O)CC2	8	-3	-15
CCOc1cc(C(=O)Nn2cnc3c(cnn3C(C)(C)C)c2=O)cc(OCC)c1OCC	1	-12	x
O=C(Nc1ccc(Cl)cc1)N1CCSC1c1cccs1 (stereo not drawn)	-4	-10	-5
COc1ccc(C)cc1CC(=O)NC(C)c1ccc(C)o1 (stereo not drawn)	1	-14	-10
Cc1c(C)n2c3c(=O)n(CCCO)c(=O)n(C)c3nc2n1C(C)c1ccccc1 (stereo not drawn)	-13	-6	x
CN(C)S(=O)(=O)c1cccc(-c2nnc(C3(C)CCOCC3)o2)c1	14	-7	x
O=C(NCC(=O)N1CCC(c2nc3ccccc3s2)CC1)c1ccc(F)cc1F	8	-8	-9
CCOC(=O)Cn1cnc([N+](=O)[O-])c1	1	3	x

Remaining list, next part.
SMILES	NPYLR7 agonist	hcGAS inh	mcGAS inh
CN(CC(=O)N1CCC(Cc2ccccc2)CC1)Cc1nc2ccccc2c(=O)[nH]1	-1	5	x
Cc1cc(C)cc(C(=O)N2CCN(CC(=O)Nc3sccc3C#N)CC2)c1	-2	-4	x
COCCCNc1nc2nonc2nc1N(C)CCCN1CCCCC1	-3	5	x
O=C(COC1CCCCC1)Nc1cccnc1-n1cncn1	0	-17	x
CCOC(=O)CCCSc1nnc(-c2cccnc2)n1-c1ccc(C)cc1	x	-5	-4
C[C@H](C(=O)N[C@H](C)c1ccccc1)N1Cc2ccc(-c3ccnn3C)nc2C1=O	-10	1	-2
O=C(c1cccc(Br)c1)N(CCN1CCOCC1)CC(=O)N(Cc1cccn1Cc1ccccc1)C1CC1	x	-8	-6
O=c1oc2cc(OCc3nn[nH]n3)ccc2c2ccccc12	-4	24	x
COc1cccc(N=C2SC(C(=O)Nc3ccc(C)c(Cl)c3)CC(=O)N2C)c1 (stereo not drawn)	2	-5	x
CCc1ccc(CN(C)C(=O)c2cn(Cc3ccccc3C)nn2)nc1	0	-3	-15
CCOC(=O)C1=C(C)N(c2ccc(N(C)C)cc2)C(C)=C(C(=O)OCC)C1c1cccc([N+](=O)[O-])c1	10	-6	-4
Cc1ccn2c(=O)nc(SCc3ccccc3C)nc2c1	2	-10	-8
CCn1nc(C(=O)O)c2c1CCC(NCc1ccccc1-n1cccn1)C2 (stereo not drawn)	x	-3	-9
Cc1ccc(NC(=O)/C=C/c2ccc(Br)o2)c(Br)c1	3	5	x
CCN(CC)S(=O)(=O)c1ccc2nnn(O)c2c1	1	1	x
CCCC(=O)N1CCCN(Cn2cc(-c3ccccc3)n(C)c2=S)CC1	5	-4	x
Cc1cc(=O)n2c(-c3cccc(NC(=O)c4ccccc4C)c3)csc2n1	8	-8	x
CN(C)C1CCCN(C(=O)c2cccc(-c3ncc[nH]3)c2)CC1 (stereo not drawn)	2	-6	-11
CSCCNC(=O)c1cccc(OC2CCN(S(C)(=O)=O)CC2)c1	3&4	-9&-4	x
N#Cc1ccccc1-c1ccc(COC(=O)C2CCCO2)cc1 (stereo not drawn)	2	-7	x
Cc1c(NCc2cccnc2)cccc1C(=O)NC(C)(C)C(=O)O	7	0	-15
O=C(Cn1ccnn1)N(Cc1cccs1)c1ccc(F)cc1F	0	-3	x
Cc1nnc(NC(=O)c2cc(=O)c(OCC(=O)Nc3ccccc3)co2)s1	0	0	-5
O=C1c2cccc3c(NCCO)ccc(c23)C(=O)N1CCO	107*	-4	-3
O=C(COc1ccc(Cl)cc1)N1CCc2ccccc2C1c1ccccc1F (stereo not drawn)	-4	-2	1

The results go on:
SMILES	NPYLR7 agonist	hcGAS inh	mcGAS inh
COCCn1c(O)c(C=NCCSCc2cccs2)c(=O)[nH]c1=S	-2	-9	-8
CCC1CN(C(=O)c2ccc(-c3cccc(CO)c3)nc2)CCN1C(C)C (stereo not drawn)	2	2	-11
OCC#Cc1ccc(-c2nccn2CCN2CCOCC2)s1	7	-4	-12
O=C(NCc1ccc(F)c(F)c1)c1ccc(-c2cc(-c3cccc4ccccc34)[nH]n2)cc1	18	-4	-6
COc1ccc(CC(=O)N2CCCC(Nc3ccc4c(c3)OCCO4)C2)cc1 (stereo not drawn)	0	2	x
Cc1ccc(Cc2nsc(N3CCN(CCNC(=O)Nc4ccccc4C(F)(F)F)CC3)n2)cc1	10	-11	-6
NC(=O)N1CCCC(C(=O)Nc2ccnn2-c2cccc(Cl)c2)C1 (stereo not drawn)	13	-1	x
CC(c1cccc(-c2ccc(NC3CC3)nn2)c1)N1CCCC1 (stereo not drawn)	24	-6	x
O=C(Cc1cc(-c2ccc(F)cc2F)on1)NCCc1ccccc1	1	9	2
Cc1nc2nccc(-c3ccc(OCc4ccccc4)cc3)n2n1	0	-4	-8
NC(=NS(=O)(=O)c1ccc(Cl)cc1)c1ccc(Cl)cc1	5	-10	-5
O=C(CCCCSc1nnc(-c2ccccc2)n1-c1ccccc1)N1CCN(c2ccccc2F)CC1	9	-7	-6
COc1ccc(C(CNc2nn3cc(C)nc3s2)N2CCCC2)cc1 (stereo not drawn)	0	-3	x
COc1ncccc1C(=O)NCC(C)Oc1cccnc1 (stereo not drawn)	-2	-2	x
Cc1cc(S(C)(=O)=O)ccc1NCc1ccc(C#N)cc1F	5	-15	x
CN1CC2(CCCN(C(=O)c3[nH]cnc3-c3ccccc3)CC2)OC1=O (stereo not drawn)	-2	-3	x
CS(=O)(=O)c1ccc(Cl)c(C(=O)NCc2cccnc2)c1	6	-10	x
O=C(NC(=S)NC1CCSC1=O)c1ccco1 (stereo not drawn)	1	-3	x
OCC1(CCOc2ccccc2)CCCN(c2nnnn2-c2ccccc2)C1 (stereo not drawn)	-6	-3	-12
CC(C)(C)c1cc(C(c2ccncc2)N2CCOCC2)cc(C(C)(C)C)c1O (stereo not drawn)	0	-6	x
CCN1CCN(C(C)CCc2ccccc2)CC1 (stereo not drawn)	-15	-5	x
CNC(=O)[C@H]1CC[C@@](C)(C(=O)N(C)Cc2ncc[nH]2)C1(C)C	6	-4	x
Cc1cc(N2CCOCC2)nc(Nc2ccc(NC(=O)c3cccc4ccccc34)cc2)n1	11	-13	x
CN1CCN(C(CNC(=O)NC(C)(C)C)c2ccc3c(c2)CCN3C)CC1 (stereo not drawn)	-4	-3	-9
Cc1cc(C(=O)CN2C(=O)NC(CC(C)C)C2=O)c(C)n1C1CC1 (stereo not drawn)	18	-5	x

Compound profiles, as listed above:
`O=C1NC2(CCC(c3ccccc3)CC2)C(=O)N1CCOc1ccc(F)cc1` (stereo not drawn) in the list: NPYLR7 agonist: 1; hcGAS inh: 13; mcGAS inh: x
`COc1cccc(CN2CCC(C(=O)NC(c3ccc(F)cc3)c3ccc4ccccc4n3)CC2)c1` (stereo not drawn) in the list: NPYLR7 agonist: 5; hcGAS inh: -3; mcGAS inh: -3

An excerpt from above, reduced to hcGAS inh and mcGAS inh.
SMILES	hcGAS inh	mcGAS inh
CCOC(=O)c1nn(Cc2ccccc2)c2c1CN(Cc1coc3ccc(C)cc3c1=O)CC2	-3	-15
CCOc1cc(C(=O)Nn2cnc3c(cnn3C(C)(C)C)c2=O)cc(OCC)c1OCC	-12	x
O=C(Nc1ccc(Cl)cc1)N1CCSC1c1cccs1 (stereo not drawn)	-10	-5

Other compounds:
SMILES	NPYLR7 agonist	hcGAS inh	mcGAS inh
CCOc1ncccc1C(=O)NC1CCc2[nH]c3ccc(C)cc3c2C1 (stereo not drawn)	x	-4	-5
N#CCSc1ccc(F)cc1	0	-3	x
COCCNC(=O)CCN(CC(C)C)c1nc(-c2ccc(F)cc2)nc2cc(Cl)ccc12	7	-5	-5
Cc1cccc(C)c1Oc1ncccc1CNC(=O)C1CCCCn2nnnc21 (stereo not drawn)	5	-4	-13
O=C(Nc1ccccc1-c1ccccc1)N1[C@H]2CCNC[C@@H]1CC2	0	1	x
Cc1ccc(-c2nc(CNC(=O)c3scnc3C)[nH]c2-c2ccccn2)cc1	20	-6	-15
CCC(COC)NC(=O)c1cnc2c(-c3ccccc3F)cnn2c1C (stereo not drawn)	12	1	-4
COCCN1C(=O)N(Cc2ccccc2)C2(CCN(Cc3cnn(C)c3)CC2)C1=O	9	3	-11
CCOc1ccc(N(CC(=O)NCCc2ccc(OC)c(OC)c2)S(=O)(=O)c2ccc(SC)cc2)cc1	-15	-3	-4
COc1ccc(-c2nc3cc(C)ccn3c2NC(=O)C(C)(C)C)cc1OC	-9	-10	-8
CCc1nc(C)sc1C(=O)N[C@H]1C[C@H]2C(=O)NCC(=O)N2C1	-3	0	x
